MBD2 inh: inhibitors of human MBD2 binding to methylated oligonucleotide | Q9UBB5 | TR-FRET | AID 686964 | actives 0.31% (n = 370,000) | inhibition, % at 4.4 µM; in the data active = inhibition above about 13%
DAX1 inh-1: inhibits human nuclear receptor DAX1 | AID 504766 | actives 0.99% (n = 340,000) | HEK293 Gal4-DAX1 luciferase reporter, luminescence | inhibition, % at 6.75 µM;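 active = inhibition above the mean over all tested compounds plus 3 SD, cut at about 4.2% in these data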;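 note: 0% = DAX1-transfected cells with DMSO and 100% = empty-vector control cells with DMSO; inhibition shows as a rise in luminescence from relieved DAX1 repression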
PLC-beta3 inh: blocks human PLC-beta3 enzyme activity; AID 720704; inhibition, % at 12.2 µM; actives 0.18% (n = 370,000); Purified PLC-beta3, fluorogenic substrate, fluorescence; in the data active = inhibition above about 11%;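 note: 0% = median of compound wells on plate and 100% = full blocker control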
Target sequence (Q01970 whole entry, looked up): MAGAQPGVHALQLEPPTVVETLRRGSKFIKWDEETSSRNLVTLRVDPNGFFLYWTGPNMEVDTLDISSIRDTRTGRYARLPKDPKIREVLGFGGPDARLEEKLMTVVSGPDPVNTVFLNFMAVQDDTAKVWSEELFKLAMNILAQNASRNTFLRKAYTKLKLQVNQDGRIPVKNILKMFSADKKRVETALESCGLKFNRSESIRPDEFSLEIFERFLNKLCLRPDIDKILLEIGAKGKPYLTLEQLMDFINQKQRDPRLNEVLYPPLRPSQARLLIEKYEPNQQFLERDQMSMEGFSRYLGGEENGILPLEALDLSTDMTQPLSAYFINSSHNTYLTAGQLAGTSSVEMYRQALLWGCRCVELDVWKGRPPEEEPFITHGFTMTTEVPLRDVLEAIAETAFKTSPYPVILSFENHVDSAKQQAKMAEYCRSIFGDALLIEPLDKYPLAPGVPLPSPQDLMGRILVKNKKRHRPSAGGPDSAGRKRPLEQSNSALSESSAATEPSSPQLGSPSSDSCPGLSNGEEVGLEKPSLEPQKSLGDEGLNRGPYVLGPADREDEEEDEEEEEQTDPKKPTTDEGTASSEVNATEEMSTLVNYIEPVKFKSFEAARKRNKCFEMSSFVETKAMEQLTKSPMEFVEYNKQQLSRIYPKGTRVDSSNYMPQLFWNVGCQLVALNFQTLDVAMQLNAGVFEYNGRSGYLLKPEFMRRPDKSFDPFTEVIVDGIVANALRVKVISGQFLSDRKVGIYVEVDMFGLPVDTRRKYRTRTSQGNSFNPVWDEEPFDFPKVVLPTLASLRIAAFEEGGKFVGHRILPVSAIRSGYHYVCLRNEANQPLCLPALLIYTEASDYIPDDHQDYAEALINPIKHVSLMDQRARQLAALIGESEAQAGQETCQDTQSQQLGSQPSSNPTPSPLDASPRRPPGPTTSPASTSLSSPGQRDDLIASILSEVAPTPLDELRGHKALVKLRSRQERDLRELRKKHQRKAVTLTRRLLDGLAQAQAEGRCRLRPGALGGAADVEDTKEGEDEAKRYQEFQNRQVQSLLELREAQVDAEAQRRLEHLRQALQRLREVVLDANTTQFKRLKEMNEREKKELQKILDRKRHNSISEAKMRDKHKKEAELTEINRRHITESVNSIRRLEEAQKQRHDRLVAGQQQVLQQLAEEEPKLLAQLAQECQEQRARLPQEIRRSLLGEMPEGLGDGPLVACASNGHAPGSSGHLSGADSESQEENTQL
NR1D1 modulator: Rev-erb alpha (human) modulation; Rev-erbα–FITC-DNA binding, fluorescence polarization, 90 min; activity, % at 10 µM; P20393; actives 0.79% (n = 370,000);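 active = activity above about 14%, limit read from the data; passing the limit was not always enough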;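 note: 0% = DMSO wells with 35 nM protein and 100% = DMSO wells with 750 nM protein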
PLCg1 inh: blocks human PLC-gamma1 enzyme activity | P19174 | purified PLC-gamma1, fluorogenic substrate, fluorescence | inhibition, % at 12.2 µM | actives 0.84% (n = 370,000) | AID 720700; in the data active = inhibition above about 9.5%
DAX1 inh-2: blocks DAX1 repression of SF-1 activated StAR promoter; HEK293T StAR-luciferase reporter, SF-1/DAX-1 repression relief; inhibition, % at 6.8 µM; actives 1.1% (n = 370,000); AID 652010;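 active = inhibition above the mean over all tested compounds plus 3 SD, cut at about 3.6% in these data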;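 note: 0% = DAX-1 cells with DMSO and 100% = cells lacking DAX-1 with DMSO; higher inhibition means more luminescence from relief of DAX-1 repression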
hgDAF12 agonist: hgDAF-12 agonism, primary luciferase screen | AID 687014 | HEK293 GAL4-hgDAF12 UAS-luciferase reporter, agonist luminescence; normalized to butyrate control | activation, % at 6.8 µM | actives 1.8% (n = 370,000);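 active = activation above a cutoff set at the mean of all screened compounds plus 3 SD, cut at about 10% in these data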;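 note: 0% = DMSO wells and 100% = sodium butyrate wells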
ssDAF12 agonist: S. stercoralis DAF-12 activation, primary screen; HEK293 ssDAF-12/GRIP1 lit1-tk-luc reporter, luminescence; % of 3 µM dafachronic acid response; activation, % at 6.8 µM; actives 1% (n = 370,000); AID 652126;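 active = activation above the mean over all tested compounds plus 3 SD, cut at about 0.9% in these data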;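 note: 0% = DMSO-only wells and 100% = 3 µM delta7-dafachronic acid wells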
SMARCA2 activ: SMARCA2 function activation, primary screen | actives 1% (n = 370,000) | activation, % at 9.1 µM | MG213 cells, MMTV-luciferase reporter, dexamethasone, overnight | AID 652017; in the data active = activation above about 7.8%;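 note: 0% = vehicle wells and 100% = reference activator wells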
ADAM17 inh: ADAM17 inhibition, QFRET primary screen; AID 720648; P78536; inhibition, % at 6.95 µM; actives 0.83% (n = 370,000); recombinant ADAM17, EDANS/DABCYL FRET peptide cleavage;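 active = inhibition above the mean of compounds lying between control limits plus 3 SD, set per campaign, cut at about 8.5% in these data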;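 note: 0% = DMSO-only wells as the low control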
hcDAF12 agonist: activators of H. contortus DAF-12 nuclear receptor; HEK293 hcDAF-12 lit1-tk-luc reporter, luminescence; 0% DMSO, 100% Δ7-dafachronic acid; actives 1.4% (n = 370,000); AID 652067; activation, % at 6.8 µM;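 active = activation above the mean of all tested compounds plus 3 SD, cut at about 5.5% in these data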;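 note: 100% = response to 3 µM Δ7-dafachronic acid high control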
Active calls of the source: *; / = not tested or not shown.

SMILES	MBD2 inh	DAX1 inh-1	PLC-beta3 inh	NR1D1 modulator	PLCg1 inh	DAX1 inh-2	hgDAF12 agonist	ssDAF12 agonist	SMARCA2 activ	ADAM17 inh	hcDAF12 agonist
CCOc1ccc(OCCC(=O)OCC(=O)N2CCN(S(=O)(=O)c3ccc(C)cc3)CC2)cc1	-4	0.6	0	1	0	-0.7	-2.0	-0.6	0	-4	-0.7
COc1ccc(CNC/C=C/c2ccccc2)cc1	-2	-1.4	-3	-2	2	0.0	-0.7	-1.1	-1	-6	-0.4
COc1ccc(C2c3sc(=O)[nH]c3SCC2C(N)=O)cc1 (stereo not drawn)	-5	0.7	-31	-4	0	0.4	-0.7	-1.3	-1	-2	-2.0
CC(=O)NC(C)c1cc(F)c2cccnc2c1O (stereo not drawn)	0	0.0	3	-2	0	-0.2	-0.8	-0.5	0	1	-0.6
Cc1ccc(S(=O)(=O)NCCNS(=O)(=O)c2ccc(C)cc2)cc1	-2	-1.2	-1	0	6	-0.1	0.1	-0.5	-1	3	-0.8
CC(C)c1ccc(NC(=O)C2Cc3c(-c4ccccc4Oc4ccccc4)ccnc3O2)cc1 (stereo not drawn)	0	/	-4	8	1	0.5	-8.6	-1.9	-7	1	-1.4
COc1ccc(S(=O)(=O)N2CCN(CC(=O)c3c(N)n(C)c(=O)n(C)c3=O)CC2)cc1OC	-7	5.2*	5	4	6	-1.4	2.6	-1.1	-1	2	-1.3
Cc1ccc(N2C(=O)C3C4C=CC(CNC(=S)N5CCN(c6ccccn6)CC5)(O4)C3C2=O)cc1 (stereo not drawn)	-2	1.4	-3	0	1	0.3	-0.6	-0.4	2	-1	2.2
COc1cc(F)ccc1Oc1cccc2c1S(=O)(=O)N(C1CC1)C[C@@H](COCc1ccccc1)O2	-5	/	3	0	1	-1.4	-1.1	-1.2	-4	11*	-2.0
Cc1cccc(NS(=O)(=O)c2ccc3c(c2)CCN3C(=O)CCC(=O)O)c1	2	1.7	0	-3	3	0.1	0.7	-1.0	-4	0	0.3
COC(CNS(=O)(=O)c1ccc(Cl)cc1)c1ccccc1 (stereo not drawn)	4	1.8	2	-1	5	0.7	0.0	-1.1	3	0	0.4
Cc1ccc(C(=O)NNC(=S)Nc2cccc3ccccc23)s1	0	1.4	-38	-3	-27	0.8	5.4	1.2*	7	-21	6.3*
COc1nc(OC)nc(N(C)CCO)n1	-1	1.1	1	-2	1	-0.6	-1.4	-0.9	1	-1	-0.9
Cc1ccc(NC(=O)C2CC(=O)N(c3ccc4c(c3)OCCO4)C2)cc1S(=O)(=O)N(C)C (stereo not drawn)	3	-1.1	-10	5	2	-3.7	-5.5	-1.4	-1	0	-2.3
CN(C)C(=O)CSc1nnc(-c2cccs2)n1-c1ccccc1	2	1.1	-7	-4	3	-0.3	1.7	-1.2	3	-5	0.5
CCC(=O)Nc1cccc(NC(=S)NC(=O)c2ccccc2C)c1	4	2.0	3	-1	9.9*	1.1	7.4	-0.3	1	0	1.9
CCCCCCNC(=O)c1cc(S(=O)(=O)N2CCc3ccccc32)ccc1F	2	1.6	1	2	1	-0.5	-0.9	-1.2	-3	-4	-1.4
CC1CCN(c2ccc(NC(=O)c3ccc([N+](=O)[O-])o3)cc2)CC1	-8	-0.6	-1	-9	1	-1.7	5.7	0.2	4	-3	0.1
Cc1nonc1-c1csc(N)n1	-4	-0.3	-67	-3	-2	0.2	1.8	-0.9	0	-1	-0.9
CCOc1ccc(NC(=O)c2nn(C)c(C(=O)Nc3ccc(OCC)cc3)c2[N+](=O)[O-])cc1	-6	-0.4	-3	0	3	0.1	0.6	-1.1	1	-1	-1.7
CC(=O)N1CCN(c2ccc(NC(=O)c3ccc4ccccc4c3)cc2)CC1	2	-1.1	-19	1	-5	-0.4	-0.5	-1.5	2	-7	-1.6
CC1CCC/C=C/C(=O)c2c(O)cc(O)cc2CC(=O)O1 (stereo not drawn)	-1	-6.0	-11	-1	-9	-4.8	-13	-0.7	1	-2	-1.8
COc1ccc(C(=O)Cn2c(=O)c(CCC(=O)O)nn3c4ccccc4nc23)cc1OC	-2	0.1	-26	-1	-10	0.1	-0.8	-0.6	-1	-13	-0.5
Cc1cc(S(=O)(=O)NCc2ccccn2)c(Cl)cc1Cl	-1	0.4	-8	-3	-2	0.1	3.6	-1.8	1	-1	-2.3
CCN1CCCC1CNC(=O)CN(C)S(=O)(=O)c1ccc(Cl)cc1 (stereo not drawn)	4	-0.4	-3	4	2	0.1	1.2	-0.5	-3	-3	-0.9
SMILES	MBD2 inh	DAX1 inh-1	PLC-beta3 inh	NR1D1 modulator	PLCg1 inh	DAX1 inh-2	hgDAF12 agonist	ssDAF12 agonist	SMARCA2 activ	ADAM17 inh	hcDAF12 agonist
C/C(=N\NC(=O)c1cccc(Br)c1)c1ccccn1	1	1.0	-6	-3	-3	2.7	9.5	-1.3	2	0	1.7
CC1CCCCN1C(=O)Cn1cc(C#N)c2ccccc21 (stereo not drawn)	4	0.1	4	6	2	-0.5	1.6	0.0	-1	-9	0.2
COc1cccc(NC(=O)CN(C)C(=O)c2cn(-c3ccccc3)nc2-c2cccs2)c1	-6	-0.2	-4	2	2	0.3	-1.2	-0.9	1	6	-2.2
CCCCn1c(N)c(N(CCOC)C(=O)CC2CCCCC2)c(=O)[nH]c1=O	-1	1.6	-5	-2	-6	1.3	-1.0	-1.3	-2	-2	-1.3
CCN(Cc1cc(OC)c(OC)c(OC)c1)S(=O)(=O)c1ccccc1Br	3	/	1	-8	0	-1.6	-1.5	-1.3	7	0	-1.9
COC(=O)c1ccccc1NC(=O)CN(c1ccc(OC)cc1)S(C)(=O)=O	0	-1.2	14*	-2	4	-0.4	-0.1	-2.0	-2	4	-1.7
O=C(CCN1CCCCC1)c1ccccc1	1	-1.1	2	-1	3	0.8	2.5	-1.7	-2	2	3.6
Cc1ccc(C)c(N2CCN(S(=O)(=O)c3ccc4c(c3)oc(=O)n4C)CC2)c1	0	0.7	9	3	0	-0.2	-0.5	-1.5	1	2	0.4
COc1ccc(S(=O)(=O)N2CCC(C(N)=O)CC2)cc1	-2	-0.2	8	0	1	0.1	-0.5	-1.8	-3	-1	1.6
O=C(O)/C=C/c1ccc(S(=O)(=O)NCc2ccco2)cc1	2	3.5	-5	-2	1	0.5	3.2	-1.8	3	0	-0.4
C/C=C/c1ccc(OCCOc2cc(C=O)ccc2OC)c(OC)c1	3	0.7	-2	1	-1	1.4	7.0	-0.9	2	4	1.3
CC(=O)c1ccc(S(=O)(=O)N2CCN(C(=O)/C=C/c3ccc4ccccc4n3)CC2)cc1	1	-0.6	-16	-17	-2	-2.0	-3.1	-1.7	-3	-6	-0.6
Clc1ccc(-c2cc(C3CCNCC3)[nH]n2)cc1	3	-0.5	0	2	0	0.0	-1.4	-0.7	-1	-2	-0.6
COc1ccccc1NC(=O)c1cccc2c(Br)cccc12	4	-0.9	-7	7	0	-0.8	-1.6	-0.9	-1	0	0.6
COc1ccc(-n2c(SCC(=O)Nc3ccc(C(N)=O)cc3)nc3c([nH]c4ccccc43)c2=O)cc1OC	1	0.1	-9	7	-2	3.3	-1.7	0.9*	-3	-2	9.7*
CCc1cccc(NC(=O)COC(=O)c2c(C)nn(-c3ccccc3)c2C)c1	-9	-1.2	-5	2	1	-1.1	6.2	-1.2	-1	4	-1.7
CCCC(=O)N1CCC1(C)C(=O)Nc1cc(OC)c(OC)c(OC)c1 (stereo not drawn)	2	/	2	-3	-1	-0.7	0.6	-1.2	-4	-5	0.0
O=C(c1cc(-c2ccncc2)nc2ccc(Br)cc12)N1CCN(Cc2ccc3c(c2)OCO3)CC1	-5	-1.4	-4	3	-2	-0.6	-1.4	-1.3	4	0	-0.8
CCOc1ccc(NC(=O)CN(C)C(=O)c2cccnc2Sc2ccc(C)cc2C)cc1OCC	1	-0.6	-2	-12	-2	0.3	-2.1	-1.2	-1	1	-1.6
Cc1ccc(NC(=O)C(C)N=C2NS(=O)(=O)c3ccccc32)cc1F (stereo not drawn)	0	1.3	-8	0	0	0.7	1.4	-1.4	1	-5	0.1
Cc1nc2nc(SCC(=O)C(C)(C)C)[nH]c2cc1Br	-5	-0.1	3	-2	2	0.8	1.8	-1.5	3	-2	-1.3
c1ccc(N2CCN(Cc3nnnn3C3CCCCC3)CC2)cc1	-5	-0.2	1	-6	0	-0.1	-1.1	-1.3	2	0	-1.7
COCCNC(=O)c1ccc(S(=O)(=O)c2ccc(Cl)cc2)c(NC(C)=O)c1	2	1.7	-3	-4	1	0.0	1.6	-1.7	0	-2	3.8
CCN(C)C(=O)CN1C(=O)C2CCCCN2C(=O)c2ccccc21 (stereo not drawn)	-3	/	-2	4	-1	0.1	-2.3	-0.9	-6	3	-0.8
CN(CC(=O)Nc1ccccc1Cl)C(=O)c1cccc(S(=O)(=O)N2CCN(c3ccccc3)CC2)c1	-4	-4.1	-1	6	3	-4.4	-4.7	-1.9	-4	6	-2.9
Cc1ccccc1C1NC(=S)NC2=C1C(=O)CC(C)(C)C2 (stereo not drawn)	2	-1.4	-11	-7	-3	0.0	-3.3	-1.3	0	-3	0.8
COc1ccc(OCc2cc(C(=O)NCCN3CCCC(O)C3)no2)c(Cl)c1 (stereo not drawn)	-4	-0.2	-8	-7	2	-1.0	0.5	-1.2	-2	-5	-1.4

Ordered by heavy-atom count (ascending): 8 of the compounds above
SMILES	MBD2 inh	DAX1 inh-1	PLC-beta3 inh	NR1D1 modulator	PLCg1 inh	DAX1 inh-2	hgDAF12 agonist	ssDAF12 agonist	SMARCA2 activ	ADAM17 inh	hcDAF12 agonist
O=C(CCN1CCCCC1)c1ccccc1	1	-1.1	2	-1	3	0.8	2.5	-1.7	-2	2	3.6
c1ccc(N2CCN(Cc3nnnn3C3CCCCC3)CC2)cc1	-5	-0.2	1	-6	0	-0.1	-1.1	-1.3	2	0	-1.7
Cc1ccc(NC(=O)C(C)N=C2NS(=O)(=O)c3ccccc32)cc1F (stereo not drawn)	0	1.3	-8	0	0	0.7	1.4	-1.4	1	-5	0.1
COCCNC(=O)c1ccc(S(=O)(=O)c2ccc(Cl)cc2)c(NC(C)=O)c1	2	1.7	-3	-4	1	0.0	1.6	-1.7	0	-2	3.8
Cc1ccc(C)c(N2CCN(S(=O)(=O)c3ccc4c(c3)oc(=O)n4C)CC2)c1	0	0.7	9	3	0	-0.2	-0.5	-1.5	1	2	0.4
CCOc1ccc(NC(=O)CN(C)C(=O)c2cccnc2Sc2ccc(C)cc2C)cc1OCC	1	-0.6	-2	-12	-2	0.3	-2.1	-1.2	-1	1	-1.6
CN(CC(=O)Nc1ccccc1Cl)C(=O)c1cccc(S(=O)(=O)N2CCN(c3ccccc3)CC2)c1	-4	-4.1	-1	6	3	-4.4	-4.7	-1.9	-4	6	-2.9
COc1ccc(-n2c(SCC(=O)Nc3ccc(C(N)=O)cc3)nc3c([nH]c4ccccc43)c2=O)cc1OC	1	0.1	-9	7	-2	3.3	-1.7	0.9*	-3	-2	9.7*

High-throughput results: PubChem BioAssay, several laboratories
